Compound activity deposited in PubChem BioAssay by Sanford-Burnham Center for Chemical Genomics.
CXCR6 inh: CXCR6 (human) receptor inhibition; O00574; CHO-K1 PathHunter CXCR6 beta-arrestin, luminescence; inhibition, % at 20 µM; 360,000 compounds, 0.36% hits; AID 602244; in the data active = inhibition above about 34%, passing the limit was not always enough;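 note: antagonist mode with CXCL16 agonist at 10 nM final; 0% = 10 nM CXCL16 with DMSO and 100% = unstimulated wells without agonist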
Target sequence (O00574 whole entry, looked up): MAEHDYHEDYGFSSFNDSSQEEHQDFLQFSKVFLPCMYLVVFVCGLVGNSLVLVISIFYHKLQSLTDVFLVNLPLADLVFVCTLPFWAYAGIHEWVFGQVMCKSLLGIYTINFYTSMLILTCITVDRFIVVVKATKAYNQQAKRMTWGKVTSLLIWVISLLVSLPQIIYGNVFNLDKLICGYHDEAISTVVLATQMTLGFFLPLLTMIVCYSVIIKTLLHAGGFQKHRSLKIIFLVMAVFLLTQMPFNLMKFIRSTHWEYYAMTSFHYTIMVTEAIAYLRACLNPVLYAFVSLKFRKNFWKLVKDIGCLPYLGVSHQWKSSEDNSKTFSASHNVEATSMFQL
TIM10 inh: inhibits growth of TIM10 yeast strain; S. cerevisiae TIM10 strain growth, BacTiter-Glo luminescence, 24 h; inhibition, % at 10 µM; 330,000 compounds, 1.4% hits; AID 463195;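 active = inhibition of 40% or more at the single tested concentration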;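 note: wild-type TIM10 isogenic control strain grown at permissive 25 °C; 0% = DMSO yeast wells and 100% = minimal medium wells without yeast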
UPR XBP1 act: activators of adaptive arm of unfolded protein response (XBP1) | CHO-XBP1 luciferase reporter, IRE1-XBP1 UPR activation, luminescence; percent of tunicamycin response, DMSO as zero | activation, % at 20 µM | 330,000 compounds, 0.33% hits;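 active = versus positive control, 20 µM dose yields 30% or more activation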;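 note: 100% = tunicamycin at 10 µg/mL and 0% = DMSO only wells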
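Material: CHO-XBP1 cells stably carrying IRE1-XBP1-driven luciferase reporter | Medium: F12 with 10% serum | Compound dosing: 20 µM single concentration, DMSO 1% | Incubation: Overnight seeding at 37 °C, 6 h compound treatment at 37 °C | Detection: Steady-Glo luminescence read | Read-out basis: % activation of reporter signal versus tunicamycin and DMSO controls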
tim23-1 inh: inhibits growth of tim23-1 mutant yeast | S. cerevisiae tim23-1 growth, BacTiter-Glo luminescence, 24 h | inhibition, % at 20 µM | 330,000 compounds, 1.3% hits;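 active = growth inhibition of the mutant yeast at or above 50%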;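 note: temperature-sensitive mutant grown at 25 °C; plate controls were DMSO-treated mutant yeast for no effect and medium wells lacking yeast for full effect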
UPR CHOP act: activators of apoptotic arm of unfolded protein response (CHOP) | CHO-CHOP luciferase reporter, UPR activation, luminescence; percent of tunicamycin response over DMSO baseline | activation, % at 10 µM | 330,000 compounds, 0.34% hits | AID 449763;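 active = at 10 µM dose, activation of 40% or more, normalized to positive control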;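 note: 100% = tunicamycin at 10 µg/mL and 0% = DMSO alone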
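Evaluation: % reporter activation, DMSO baseline versus tunicamycin full activation; System: CHO-CHOP luciferase reporter cell line; Input: 500 cells/well; Incubation: 6 h compound treatment, 37 °C; Measured by: Steady-Glo luciferase luminescence; Dosing: one dose, 10 µM in 0.5% DMSO; Buffer or medium: F12 medium, 10% FBS; Benchmarks: positive tunicamycin 10 µg/mL, negative DMSO alone.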
Mdm2-MdmX inh: inhibitors of human Mdm2/MdmX interaction. SaOS-2 split-luciferase Mdm2/MdmX complementation, luminescence. inhibition, % at 8 µM. AID 485346. 330,000 compounds, 3% hits;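 active = inhibition of at least 50% at 8 µM in the primary screen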
APJ agonist: APJ receptor agonism. 330,000 compounds, 0.11% hits. activation, % at 20 µM. P35414. CHO-K1 APJ PathHunter beta-arrestin, luminescence; 0% DMSO wells, 100% apelin;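 active = activation more than six SD over the plate average, tested at 20 µM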;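 note: 0% = DMSO alone and 100% = apelin-13 at 10 nM; some results filed as inactive read as strong as hits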
Target sequence (P35414 whole entry, looked up): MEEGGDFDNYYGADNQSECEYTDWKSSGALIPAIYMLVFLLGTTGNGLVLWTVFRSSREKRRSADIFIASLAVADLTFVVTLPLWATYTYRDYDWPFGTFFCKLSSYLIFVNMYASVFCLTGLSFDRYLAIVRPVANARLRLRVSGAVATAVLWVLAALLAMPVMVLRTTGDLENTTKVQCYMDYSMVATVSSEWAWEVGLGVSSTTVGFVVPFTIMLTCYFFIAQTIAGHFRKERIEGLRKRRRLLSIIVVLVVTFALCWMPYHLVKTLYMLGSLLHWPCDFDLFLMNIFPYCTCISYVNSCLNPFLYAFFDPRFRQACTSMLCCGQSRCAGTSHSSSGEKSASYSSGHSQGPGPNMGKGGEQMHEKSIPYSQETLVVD
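Test system: CHO-K1 APJ beta-arrestin complementation cell line | Compound: Single test compound dose, 20 µM final, 1% DMSO | Incubation: Compound 90 min 25 °C, reagent 1 h | Measured by: beta-gal luminescence | Read-out basis: APJ–arrestin association signal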
tim10-1 inh: tim10-1 yeast growth inhibition | S. cerevisiae tim10-1 ts strain growth, BacTiter-Glo, 24 h | 330,000 compounds, 2.2% hits | AID 463190 | inhibition, % at 20 µM;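 active = inhibition of at least 40%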;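 note: mutant grown at 25 °C; 0% = DMSO wells with yeast and 100% = wells holding no yeast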
APJ antagonist: blocks the human apelin receptor APJ; CHO-K1 APJ beta-arrestin complementation, luminescence; inhibition, % at 20 µM; 330,000 compounds, 0.32% hits;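 active = inhibition above about 40% at 20 µM, limit read from the data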;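 note: cells challenged with 10 nM apelin-13 agonist together with compound; plate controls were apelin-13 plus DMSO wells for no effect and DMSO wells lacking apelin-13 for full effect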
Numbers without * were called inactive.

nr	Molecule	CXCR6 inh	TIM10 inh	UPR XBP1 act	tim23-1 inh	UPR CHOP act	Mdm2-MdmX inh	APJ agonist	tim10-1 inh	APJ antagonist
1	CC(=O)c1cccc(NC(=O)NC2CCCc3ccccc32)c1 (configuration not stated)	8	10	-2	8	-0.7	14	-2	23	12
2	CCC(c1nnnn1Cc1ccco1)N(Cc1cc2cc(OC)ccc2[nH]c1=O)C1CCCCC1 (configuration not stated)	4	23	-9	21	7.5	16	-2	23	-1
3	NS(=O)(=O)c1cccc(NC(=O)/C=C/c2cccs2)c1	-3	18	3	-3	2.9	-41	-1	15	9
4	O=C(NC1CC1)c1cccc(Oc2ccccc2)c1	3	12	-2	25	2.3	7	0	17	6
5	Brc1ccc(OCCCN2CCOCC2)cc1	-7	2	1	40	1.2	-9	-1	14	-1
6	Cc1cc(NC(=O)CSc2n[nH]c(N)n2)no1	-5	6	-4	-13	0.1	25	-1	1	-9
7	Cc1ccc(OCc2ccc(C(=O)O)o2)c([N+](=O)[O-])c1	11	-6	-4	6	-1.7	-7	-2	-9	6
8	COc1cccc(OC)c1NC(=O)CN1CCN(C)CC1	-1	-4	-2	15	0.2	11	-5	14	3
9	O=C1C2C3C=CC(C3)C2C(=O)N1CCc1ccccc1 (configuration not stated)	-2	-12	3	1	2.2	5	-2	-9	-22
10	CCOc1ccc(Nc2oc(-c3cccs3)nc2C#N)cc1	-7	13	4	29	3.2	18	9	23	-33
11	Cc1ccc(C(=O)NC(=S)/C=C2\N(C)c3ccccc3C2(C)C)cc1	8	20	1	27	-0.7	19	-5	32	25
12	Cc1cn([C@@H](CCCCN)C(=O)NCCCCCCCCCCC(=O)N2CCNCC2)nn1	0	-1	-1	7	-0.5	9	1	-2	26
13	COc1ccc(Cl)cc1S(=O)(=O)N(C)CC(=O)NCc1ccc2c(c1)OCO2	-4	3	-3	26	0.5	4	1	18	16
14	COc1ccc(-c2nc3ccccc3[nH]2)cc1	-2	36	-5	63*	-3.6	-67	1	-2	6
15	Cc1ccc(NC(=O)CSCC(=O)Nc2ccc(S(=O)(=O)N3CCCC3)cc2)cc1	4	5	-1	2	-1.3	12	5	-6	10
16	CS(=O)(=O)N(CC(=O)Nc1ccc(S(=O)(=O)N2CCOCC2)cc1)c1ccccc1Cl	-6	19	-1	-1	0.5	3	-1	7	8
17	O=C(NCCn1c(C(F)(F)F)nc2ccccc21)[C@H]1CCCN1c1nc(CN2CCCCC2)cs1	5	3	0	-16	2.1	26	-3	-7	-6
18	COCC(C)n1c(C)cc(C(=O)CSc2nnc(N)s2)c1C (configuration not stated)	1	-4	-7	19	-1.5	12	-1	8	7
19	O=C(CCc1ccccc1)Nc1ccccc1F	-9	0	2	-4	3.4	-61	-6	-2	-1
20	CCOc1cc(C(=O)O)cc(Cl)c1OC	-8	-8	-1	-3	-2.1	10	3	-18	-3
21	OC(COCC(F)(F)C(F)(F)C(F)(F)C(F)F)Cn1c2ccccc2c2ccccc21 (configuration not stated)	-19	33	2	34	4.3	21	-2	32	2
22	CN(c1ccc(C(=O)N2CCN(Cc3ccccc3)CC2)cc1)S(=O)(=O)c1ccc(Cl)cc1	-2	9	-7	14	-1.1	22	0	34	-5
23	COC(=O)c1ccc(N=Cc2c(C(F)(F)F)[nH]n(C)c2=O)cc1	0	-2	2	7	1.4	-5	0	7	-10
24	O=C(NC1CCCCC1)N1CCN(C(=O)c2ccco2)CC1	-6	-10	-1	-11	-0.2	-32	-5	6	24
25	Clc1ccc(-c2nnc3cccc(Cl)n23)c(Cl)c1	3	-17	-2	-17	-4.3	24	-4	-5	4
26	c1cn(CCCNc2ncnc3sc4c(c23)CCC4)cn1	2	-5	-4	-2	-0.8	29	2	5	26
27	Cc1ccc(NC2=CC(=O)CC(C)(C)C2)cc1C	-9	2	-5	11	-1.9	-16	-1	12	12
28	CC(=O)c1ccc(N=Cc2c(O)n(-c3cc(Cl)ccc3N3CCOCC3)c(=O)c3ccccc23)cc1	-13	8	8	28	-2.4	7	3	22	11
29	C/C(=N\NC(=O)C1COc2ccccc2O1)c1cccs1 (configuration not stated)	26	14	5	13	0.6	15	-8	2	22
30	COc1ccccc1/C=C/C=N/NC(=O)c1cc(-c2ccc(C)o2)[nH]n1	-6	-2	-4	19	3.2	46	2	-32	2
31	O=C(Nc1cccc(Cl)c1N1CCOCC1)c1ccc2c(c1)OCCO2	-2	7	6	21	-0.1	-14	-4	29	3
32	O=C(Nc1cccc(NC(=O)N2CCN(c3ccccc3)CC2)c1)N1CCN(c2ccccc2)CC1	4	-4	-5	15	2.2	19	3	10	-42
33	CC(C)NC(=O)Nc1ccc2c(c1)C(=O)N([C@H](C)CO)C[C@H](C)[C@@H](CN(C)S(=O)(=O)c1ccc(F)cc1)O2	3	-5	0	-7	0.3	16	0	4	-4
34	Cc1ccc(C(=O)Nc2cccc(C(F)(F)F)c2)cc1Nc1ccccn1	-6	28	-2	42	-1.2	14	0	27	-25
35	C#CC(CO)N(CCN(Cc1ccccc1)C(C#C)CO)Cc1ccccc1 (configuration not stated)	-3	11	0	25	-1.4	28	3	29	-5
36	COc1ccc(Cc2nnc(SCC(=O)NCC3CCCO3)o2)cc1 (configuration not stated)	1	20	1	17	0.4	14	2	15	-19
37	COC(=O)Cc1csc(Nc2c(C)n(C)n(-c3ccccc3)c2=O)n1	-7	-3	-1	2	2.1	11	-3	5	-4
38	CC(=O)NCCc1nc(-c2ccc(Cl)cc2)no1	-1	-3	0	1	0.0	-5	-3	1	-73
39	O=C(NNC(=S)Nc1ccc(F)cc1)c1ccccc1OC(F)F	12	7	0	8	1.5	-7	-8	23	22
40	Oc1ccc(C[C@@H]2CNCCN2CCc2cc(C(F)(F)F)cc(C(F)(F)F)c2)cc1	2	0	5	5	1.9	47	13	-1	13
41	CC1CC(OCC(O)CN2CCOCC2)CC(C)(C)C1 (configuration not stated)	-4	9	0	-6	2.7	-4	3	-2	0
42	Cc1ccccc1NC(=O)c1nn(C)c(C(=O)Nc2ccccc2C)c1[N+](=O)[O-]	6	-5	-2	22	-0.2	2	-3	1	9
43	CC(=O)c1ccc(N2CCN(C(=O)Cc3cccs3)CC2)cc1	-7	5	3	6	0.2	11	-1	-6	13
44	Cc1ccc2c(C)c(C(=O)N3CCN(c4ccncc4)CC3)oc2c1C	-1	3	-5	-11	0.9	20	-5	8	4
45	Cc1ccc(CSCC(=O)N2CCN(c3ccccc3)CC2)cc1	2	7	-1	22	-0.5	-26	1	29	0
46	O=c1c2ccccc2ncn1-c1ccccc1C(F)(F)F	2	1	-3	-2	-2.1	0	-3	-9	7
47	N#C/C(=C/c1cn(-c2ccccc2)nc1-c1cccc(S(=O)(=O)N2CCOCC2)c1)C(=O)NCc1ccco1	6	7	4	6	4.6	-18	1	7	-21
48	O=C(NC(=S)Nc1ccc2[nH]c(=O)[nH]c2c1)c1cncc(Br)c1	12	-6	-1	-21	-0.6	0	-4	-4	25
49	CCOC(=O)c1ccc(N2C(=O)CC(Sc3nc(C)cc(C)n3)C2=O)cc1 (configuration not stated)	-7	-3	-1	20	2.2	29	-2	20	18
50	CCc1cc(=O)oc2cc(OC(C)C(=O)O)c(Cl)cc12 (configuration not stated)	4	9	-1	-11	-0.3	3	-7	3	12

The results go on.
The line under a structure holds: CXCR6 inh | TIM10 inh | UPR XBP1 act | tim23-1 inh | UPR CHOP act | Mdm2-MdmX inh | APJ agonist | tim10-1 inh | APJ antagonist
51. CC(=O)Nc1ccc(S(=O)(=O)N2CCN(c3ncccn3)CC2)cc1
    -2 | -2 | -6 | 0 | 0.0 | 14 | -3 | -2 | -18
52. CCc1ccccc1NC(=O)CC(O)(C(=O)OC)C(F)(F)F (configuration not stated)
    -9 | 14 | 2 | 23 | -1.7 | 5 | -1 | 5 | 10
53. CC(C)Oc1cccc(C(=O)C2CCCN(C(=O)c3ccoc3)C2)c1 (configuration not stated)
    -1 | -6 | 1 | 17 | 1.3 | 11 | 0 | 10 | 11
54. C=CCNC(=O)CSc1nc2cc(C(=O)OCC)ccc2n1CC
    -2 | -9 | -2 | 14 | -1.3 | 9 | -4 | 14 | 18
55. O=C(NCc1ccncc1)c1cnccn1
    -4 | -6 | 3 | 5 | -0.8 | 11 | 6 | 3 | -5
56. CCOc1c(Br)cc(C(=O)N2CCCN(C)CC2)cc1OC
    1 | -6 | -5 | -2 | -0.5 | 8 | -5 | 8 | 7
57. O=C1OC(c2ccc(Br)cc2)=N/C1=C\c1ccco1
    0 | 45* | -1 | 58* | -1.9 | -4 | -2 | 57* | 9
58. COc1ccccc1N1CCN(C2CCCN(S(=O)(=O)c3ccccc3)C2)CC1 (configuration not stated)
    -6 | 11 | -4 | 0 | -1.2 | 5 | -5 | 23 | 5
59. CN1CCN(C(=O)C2CCC(=O)N(CCc3cccc(F)c3)C2)CC1 (configuration not stated)
    -1 | -2 | 0 | 18 | -0.1 | 3 | 13 | 11 | -5
60. Cn1c(CNc2nc(-c3ccccc3)cs2)nnc1SCC(=O)N1CCc2ccccc21
    2 | 0 | -3 | -1 | 1.4 | 25 | -3 | -4 | 15
61. CCOc1nc(C)ccc1-c1noc(-c2ccncc2)n1
    -1 | -4 | 7 | 11 | 7.9 | -6 | -2 | 13 | 10

Reprinted at random: 5 entries already listed.
The line under a structure holds: CXCR6 inh | TIM10 inh | UPR XBP1 act | tim23-1 inh | UPR CHOP act | Mdm2-MdmX inh | APJ agonist | tim10-1 inh | APJ antagonist
61. CCOc1nc(C)ccc1-c1noc(-c2ccncc2)n1
    -1 | -4 | 7 | 11 | 7.9 | -6 | -2 | 13 | 10
51. CC(=O)Nc1ccc(S(=O)(=O)N2CCN(c3ncccn3)CC2)cc1
    -2 | -2 | -6 | 0 | 0.0 | 14 | -3 | -2 | -18
55. O=C(NCc1ccncc1)c1cnccn1
    -4 | -6 | 3 | 5 | -0.8 | 11 | 6 | 3 | -5
52. CCc1ccccc1NC(=O)CC(O)(C(=O)OC)C(F)(F)F (configuration not stated)
    -9 | 14 | 2 | 23 | -1.7 | 5 | -1 | 5 | 10
54. C=CCNC(=O)CSc1nc2cc(C(=O)OCC)ccc2n1CC
    -2 | -9 | -2 | 14 | -1.3 | 9 | -4 | 14 | 18

Not all compounds are listed, so the mix of outcomes need not match the whole.
